Compound activity as filed in PubChem BioAssay.
LYP inhibition = PTPN22 lymphoid phosphatase activity blockers – biochemical, fluorescence intensity, uHTS (AID 1779); recombinant LYP phosphatase, fluorescence intensity; higher % means a stronger effect; inhibition, % at 11.5 µM, or IC50 in µM where a hit was titrated; actives 0.054% (n = 290,000);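 also: plate controls were vehicle with enzyme for no effect and no enzyme for full effect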
Siah-1 displacement = Siah-1 peptide-binding antagonists, primary screen, biochemical, fluorescence polarization, rhodamine-plectin, uHTS (AID 1817) | one-dose displacement, % at 20 µM; IC50 in µM for titrated hits | actives 0.02% (n = 290,000) | Siah-1 / rhodamine-plectin peptide fluorescence polarization; higher % means a stronger effect;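 active = displacement of at least 50% at 20 µM, with a fluorescence ratio check between 0.3 and a set limit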;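 also: plate controls were Siah plus tracer with DMSO for no effect and tracer alone without Siah for full effect; strong numbers were not always called active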
XIAP displacement = small molecules displacing peptide from XIAP – biochemical, IAP family, fluorescence polarization (AID 1018) | one-dose displacement, % at 20 µM; IC50 in µM for titrated hits | actives 0.007% (n = 200,000) | XIAP BIR domain, fluorescence polarization peptide displacement; higher % means a stronger effect; in the data active = displacement above about 50%; also: a part of the inactive calls stands beside numbers as strong as those of hits
M1AAP inhibition = P. falciparum M1AAP inhibitors, biochemical, fluorogenic H-Leu-NHMec substrate, 1536-well (AID 1445). recombinant M1AAP, H-Leu-NHMec fluorogenic kinetic assay; higher % means a stronger effect. actives 0.42% (n = 220,000). inhibition, % at 30 µM, or IC50 in µM where a hit was titrated;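 active = primary inhibition above the hit cutoff, then over 50% inhibition at one or more dose response concentrations, cut at about 23% in these data, passing the limit was not always enough; inconclusive = conflicting primary data, or primary hits not chosen for dose response; inactive = low primary inhibition, or under 50% at every dose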;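 also: plate controls were DMSO full reaction for no effect and no enzyme background for full effect; strong numbers were not always called active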
Hep lipid drop = modulators of hepatic lipid droplet formation; AID 1656; AML12 mouse hepatocytes, oleate lipid droplets, BODIPY imaging; inhibition, % at 6.5 µM; actives 0.4% (n = 240,000);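 active = lipid droplet intensity inhibited by at least 50%, with more than 500 cells counted; inconclusive = wells with under 300 cells, treated as cytotoxic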
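Assay system: AML12 mouse liver cells | Compound: 6.5 µM single-point dosing | Schedule: Overnight exposure | Technique: Fluorescence imaging, 20x objective, two fields per well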
M17LAP inhibition = P. falciparum M17LAP inhibitors, primary screen, biochemical, fluorogenic H-Leu-NHMec substrate, 1536-well (AID 1619); recombinant M17LAP, H-Leu-NHMec fluorogenic kinetic assay; higher % means a stronger effect; inhibition, % at 30 µM; hits with a dose series show IC50 in µM; actives 0.38% (n = 220,000);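 active = compound inhibiting the enzyme by more than half at any dose during confirmatory dose-response retesting; inconclusive = strong single-dose inhibitors picked by rank but not retested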;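 also: plate controls were full reaction with DMSO carrier for no effect and no enzyme background for full effect; strong numbers were not always called active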
CSM14.1 death rescue = protection against thapsigargin-triggered cell killing – 384-well, CSM14.1, ATP luminescence, primary screen (AID 1222). 190,000 tested, under 10 active. cellular ATP content (survival), % at 20 µM; hits with a dose series show EC50 in µM. CSM14.1 thapsigargin-induced death rescue, ATP luminescence; higher % means a stronger effect;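 active = EC50 below 50 µM in the dose-response confirmation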;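 also: death triggered by thapsigargin at about 15 µM added after 2 h compound pretreatment; cell ATP read after overnight thapsigargin exposure of roughly 18 to 22 hours; normalized against plate controls of thapsigargin alone and 5% DMSO vehicle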
HEK293 NOD2/NF-kB = inhibition of NOD2-driven NF-kB reporter – cell-based, luminescence, uHTS, HEK293 (AID 1566) | HEK293 NOD2/NF-kB luciferase reporter, luminescence; higher % means a stronger effect | one-dose inhibition, % at 4 µM; EC50 in µM for titrated hits | actives 0.63% (n = 290,000); also: many of its hits are not listed in these tables
AID2073 = inhibitors of Mint1-CaV2.2 protein interaction, biochemical, HTRF (AID 2073) | inhibition, % at 20 µM; hits with a dose series show IC50 in µM | actives 0.19% (n = 290,000) | HTRF protein-protein interaction, Mint1-CaV2.2; higher % means a stronger effect; in the data active = inhibition mostly above about 51%, no sharp cut-off; inconclusive = no clear call, values can overlap the other calls; inactive = mostly below about 53%; also: some results filed as inactive read as strong as hits
Hep lipid drop cells 6.5 µM = recorded beside Hep lipid drop, whose call it bears; cell count; measured here: cell count, cytotoxicity flag;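 cells counted across two imaged fields per well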
An asterisk follows results filed as active; ? = inconclusive; nt = no result given. Rule as the data show it, unless noted: active = inhibition above about 50%; inactive = the rest.

Results follow in this order: Siah-1 displacement, CSM14.1 death rescue, Hep lipid drop, AID2073, Hep lipid drop cells 6.5 µM, XIAP displacement, M17LAP inhibition, LYP inhibition, HEK293 NOD2/NF-kB, M1AAP inhibition
- Cn1cnnc1SCC(=O)NNC(=O)c1ccc(Cl)cc1
  13%, 3.1%, -8, 1%, 696, -3.7%, 13%, -2%, 7%, -4%
- COc1ccccc1NC(=O)c1ccc(NC(=O)COC(=O)C2CC2C)cc1 (stereo not drawn)
  1%, -2.2%, 0, -2%, 676, 3.0%, 16%, -1%, -4%, 3%
- Cc1ccc(Nc2nnc(C(C)(C)C)c(=O)n2N)cc1
  2%, 0.0%, 12, -2%, 663, -6.4%, 25%, -3%, 4%, 18%
- CCN(CC)C(=S)NC(=O)c1cccnc1
  -2%, 1.2%, 14, -14%, 635, 17%, 2%, -5%, 3%, 1%
- O=C(NCCCn1ccnc1)C1CCCN(S(=O)(=O)c2ccc(F)cc2)C1 (stereo not drawn)
  2%, nt, 2, 12%, 739, nt, nt, -6%, 4%, nt
- O=C1Nc2ccccc2C1=Nc1cccc([N+](=O)[O-])c1
  0%, nt, -16, 5%, 811, nt, nt, -9%, 15%, nt
- COCC1CCN(Cc2cn[nH]c2-c2cc3ccccc3o2)C1 (stereo not drawn)
  4%, -1.7%, -12, -8%, 698, -2.6%, 3%, -8%, 16%, -8%
- CCOC(=O)C1CCN(C(=O)c2ccc(Cl)c(S(=O)(=O)N3CCOCC3)c2)CC1
  4%, -0.1%, nt, -1%, nt, -5.6%, 5%, -4%, 2%, -8%
- CCCC(=O)OCCNC(=O)c1cc2ccccc2oc1=O
  4%, 1.7%, 0, 0%, 734, -4.6%, 14%, -4%, 13%, 9%
- Cc1cccc(NS(=O)(=O)c2cc(C(=O)N3CCCCCC3)ccc2C)c1
  4%, nt, -25, 9%, 818, nt, nt, -9%, 0%, nt
- CC1C(=O)CCN(C(C)(C)C)C1C (stereo not drawn)
  7%, -0.3%, nt, -6%, nt, -7.4%, -1%, -4%, -37%, 0%
- CCC1(C)Cc2ccccc2-c2nc(NCCO)[nH]c(=O)c21 (stereo not drawn)
  -4%, -0.8%, 3, 30%, 807, -9.6%, -230%, -12%, 7%, 10%
- CC(C)c1c(C(=O)N/N=C/C=C/c2ccccc2)nnn1-c1nonc1N
  4%, nt, -1, -6%, 692, nt, nt, -5%, 8%, nt
- CCOc1ccc(NC(=O)c2ccc(CSc3nnc(C)s3)cc2)cc1
  19%, -0.1%, 3, 4%, 693, -2.4%, 6%, -10%, 0%, -1%
- COC(=O)CSc1nnc(COc2ccc([N+](=O)[O-])cc2)n1C
  5%, -1.1%, 2, ?, 710, -4.0%, 22%, -2%, 6%, 9%
- N#CCCn1nc(-c2ccc(Cl)cc2)cc1Nc1ccccc1NC(=O)C(F)(F)F
  4%, 0.3%, 10, -1%, 586, -1.4%, -2%, -1%, -38%, 2%
- COc1cccc(/C=N/n2c(-c3cc(C)[nH]n3)n[nH]c2=S)c1OC
  -3%, nt, -23, -32%, 798, nt, 14%, -4%, -2%, 3%
- COc1ccc(CCNC(=O)Cn2nnc(-c3ccccc3F)n2)cc1OC
  -1%, 1.0%, 13, -1%, 836, -6.1%, -8%, -13%, 16%, 11%
- O=C(Nc1ccccc1Cl)c1cnccn1
  12%, -0.9%, nt, 0%, nt, 2.3%, -2%, 3%, 6%, 6%
- COCCCNc1nc2ccccc2nc1NS(=O)(=O)c1ccc(C)cc1
  20%, nt, -12, -1%, 692, nt, -5%, -7%, 16%, 10%
- Cc1ccc(CNS(=O)(=O)/C=C/c2ccc3c(c2)OCO3)cc1
  -1%, -2.2%, -26, 9%, 516, -4.8%, -13%, 6%, 9%, 11%
- CN(C)S(=O)(=O)c1cccc(C(=O)N(Cc2ccc(F)cc2)Cc2ccco2)c1
  3%, -1.8%, -20, -1%, 729, 0.1%, -3%, -4%, -4%, 1%
- CC12CCC(C(=O)NNc3ccccc3)(C(=O)C1=O)C2(C)C (stereo not drawn)
  1%, nt, 11, 3%, 658, nt, 31%, -5%, -30%, 3%
- O=C(NCC(=O)N(c1cccc(F)c1)C(C(=O)NCC1CCCO1)c1ccccc1)c1ccco1 (stereo not drawn)
  -1%, -1.5%, nt, -4%, nt, -8.9%, 13%, -4%, -12%, -2%
- Cc1ccc(-c2noc(CCC(=O)Nc3ccc4c(c3)OCO4)n2)cc1
  0%, 4.0%, nt, -2%, nt, -1.8%, -2%, -5%, -31%, 8%
- O=C(CCc1nc2ccccc2[nH]c1=O)OCC(=O)c1ccc(Cl)cc1
  8%, -1.1%, -1, 13%, 762, -9.9%, 4%, -2%, 14%, -5%
- Cn1nc(C(=O)Nc2nc3ccccc3[nH]2)c2ccccc2c1=O
  -11%, -2.1%, -3, 8%, 717, -4.2%, -6%, -8%, -5%, 5%
- CCOC(=O)c1[nH]c2cc3c(cc2c1NC(=O)CN1CCN(CCO)CC1)OCO3
  -3%, nt, -2, 26%, 694, nt, -18%, -11%, -7%, 11%
- COC(=O)c1ccc(C)c(NC(=O)C(CCSC)NC(=O)c2cc(OC)c(OC)c(OC)c2)c1 (stereo not drawn)
  -2%, nt, 4, 15%, 852, nt, nt, -5%, 8%, nt
- O=C(CN1C(=O)CCC1=O)c1ccc(-c2ccccc2)cc1
  1%, -0.5%, 21, 22%, 676, -4.7%, 10%, -6%, -2%, 4%

Overlap with the part before: 2 compounds; new compounds follow.
Results follow in this order: Siah-1 displacement, CSM14.1 death rescue, Hep lipid drop, AID2073, Hep lipid drop cells 6.5 µM, XIAP displacement, M17LAP inhibition, LYP inhibition, HEK293 NOD2/NF-kB, M1AAP inhibition
- COC(=O)c1ccc(C)c(NC(=O)C(CCSC)NC(=O)c2cc(OC)c(OC)c(OC)c2)c1 (stereo not drawn)
  -2%, nt, 4, 15%, 852, nt, nt, -5%, 8%, nt
- O=C(CN1C(=O)CCC1=O)c1ccc(-c2ccccc2)cc1
  1%, -0.5%, 21, 22%, 676, -4.7%, 10%, -6%, -2%, 4%
- c1ccc2oc(-c3[nH]ncc3CN(Cc3ccncc3)CC3CCCO3)cc2c1 (stereo not drawn)
  -3%, 2.0%, -23, -14%, 679, -6.0%, 22%, -6%, -5%, 4%
- COc1ccc(-n2c(SCC(=O)N3CCCCC3)nc(O)cc2=O)cc1
  -1%, -1.1%, nt, 1%, nt, -10%, -4%, -1%, -1%, -1%
- COc1ccc(C)cc1Nc1n[n+](-c2ccccc2)c(-c2ccc(C(=O)O)cc2)s1
  9%, nt, 1, -11%, 723, nt, nt, -10%, 14%, nt
- CCN(c1ccccc1)S(=O)(=O)c1ccc(Cl)c(C(=O)NCCc2ccc(OC)cc2)c1
  1%, 3.6%, -4, -6%, 604, -5.4%, 13%, 2%, 5%, 4%
- COc1ccc(Br)cc1-c1nc2c(c(=O)[nH]c(=O)n2Cc2ccccc2)n1C
  18%, nt, 18, -15%, 759, nt, nt, -8%, 5%, nt
- COc1ccc(N(CC(=O)NCCOc2ccccc2)S(=O)(=O)c2ccc(C)cc2)cc1
  1%, nt, -17, -20%, 837, nt, nt, -5%, 10%, nt
- Fc1cccc(Cl)c1CN1CCN(c2nc3ccccc3s2)CC1
  -1%, nt, 49, 11%, 722, nt, nt, -4%, -125%, nt
- CCOc1cccc2sc(N(CCCN(C)C)C(=O)c3ccc(S(=O)(=O)N(C)CC4CCCO4)cc3)nc12 (stereo not drawn)
  5%, nt, 3, 1%, 653, nt, nt, -6%, 18%, nt
- CCOC(=O)c1sc(C)c(C(=O)NCCCN2CCOCC2)c1N
  0%, -1.8%, nt, 2%, nt, -3.8%, 14%, -6%, -16%, -1%
- CCOC(=O)c1ccc(Oc2nc(N(C)C)nc(N(C)C)n2)cc1
  1%, -3.2%, -14, 3%, 820, -5.9%, 13%, -5%, 18%, 2%
- CCCCn1c(N)c(N(CCC(C)C)C(=O)CN2C(=O)C3CCCCC3C2=O)c(=O)[nH]c1=O (stereo not drawn)
  10%, nt, 9, -1%, 850, nt, nt, -10%, -13%, nt
- CCOC(=O)C1(CCc2ccccc2)CCN(Cc2cnc(N(C)C)s2)CC1
  0%, 4.0%, 17, -25%, 697, -9.4%, 3%, -4%, 3%, 3%
- COc1cccc(Nc2c(Nc3cccc(OC)c3)c(=O)c2=O)c1
  24%, nt, -5, ?, 796, nt, nt, -4%, -16%, nt
- Cc1ccc(-c2csc3ncnc(NS(=O)(=O)c4ccc(Cl)cc4)c23)cc1
  17%, 3.3%, -39, 10%, 614, 50%, -14%, -6%, 31%, -5%
- O=C(Nc1ccccc1)Nc1nnc(-c2cccs2)s1
  -2%, -0.1%, -1, 27%, 644, -3.2%, 5%, 3%, -38%, 3%
- CCOC(=O)c1cc(-c2ccccc2)n(CC(=O)Nc2cccc(OC)c2)c1C
  8%, 0.7%, 40, 2%, 664, -6.4%, -17%, 0%, 7%, 6%
- COc1cccc(NC(=O)CSc2nc3c(c(-c4ccco4)c2C#N)CCCC3)c1
  -2%, 3.9%, nt, 10%, nt, -3.9%, 30%, -11%, 15%, 1%
- Cc1cc2ncc(-c3cccs3)nc2cc1C
  5%, nt, 12, 38%, 822, nt, nt, -5%, -150%, nt
- CCOC(=O)c1cc(CC)sc1NC(=O)C1CC1
  0%, 9.0%, 2, -4%, 791, -6.2%, 0%, -3%, 2%, 2%
- CCOc1ccc(N(CC(=O)NCCc2ccc(C)cc2)S(=O)(=O)c2c(C)noc2C)cc1
  0%, nt, 11, 9%, 692, nt, nt, -8%, 5%, nt
- CSc1nc(Cl)cc(N2CCOCC2)n1
  2%, -13%, 0, -4%, 704, -10%, 0%, 0%, -3%, -7%
- COc1ccccc1NS(=O)(=O)c1ccc2oc(=S)[nH]c2c1
  4%, nt, 0, -22%, 739, nt, 2%, -1%, 1%, 8%
- CCOC(=O)c1nnn(CC(=O)N2N=C(c3cc(C)ccc3C)CC2c2ccc(OC)cc2)c1C(=O)OCC (stereo not drawn)
  16%, -0.4%, -9, -4%, 639, -1.7%, -8%, -4%, 11%, 7%
- COc1ccc(/C=C2\N=C(c3ccccc3Cl)NC2=O)cc1
  -2%, nt, -1, 10%, 635, nt, 14%, 0%, -38%, 2%
- Cc1cccc(C)c1NC(=O)C(C)N1CCCC1 (stereo not drawn)
  0%, nt, nt, -2%, nt, nt, nt, -7%, 2%, nt

An excerpt; rates above refer to the full screens.
